Compound activity as filed in PubChem.
FUS yeast rescue: qHTS for Suppressors of FUS Proteinopathy: Primary screen using FUS-linked yeast assay; Potency, µM (series often up to 76.6 µM), for the others: at the highest dose growth rescue (activation), usual class: activators; AID 1347120, 2019; S. cerevisiae FUS-expressing, growth rescue, OD600, 24 h; 390,000 tested, 0.24% active;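 note: potency is the fitted concentration of half-maximal effect; plate controls were DMSO vehicle for no effect and reference control for full effect; nearly all actives have a fitted effect of over 55% in size; some results filed as inactive show a strong effect at the top dose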
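Steps: raffinose overnight preculture; dilution to OD 0.005 in 2% galactose minimal medium; compound addition (concentration series); 24hr at 30C, 99% humidity; absorbance read at 600 nm.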
EPAC2 antagonist: qHTS for Antagonist of cAMP-regulated guanine nucleotide exchange factor 2 (EPAC2): primary screen | EPAC2 GEF exchange of Rap1B-BODIPY-GDP, fluorescence | Potency, µM (top dose mostly 114 µM), without a hit: at the top dose activity, negative = inhibition, usual class: inhibitors | 360,000 tested, 0.18% active; note: potency is the fitted concentration of half-maximal effect; % is set by controls: 0 for no effect and ±100 for the full control effect; nearly all actives have a fitted effect of over 45% in size; many of its hits are not listed in these tables
Target sequence (Q8WZA2 whole entry, looked up): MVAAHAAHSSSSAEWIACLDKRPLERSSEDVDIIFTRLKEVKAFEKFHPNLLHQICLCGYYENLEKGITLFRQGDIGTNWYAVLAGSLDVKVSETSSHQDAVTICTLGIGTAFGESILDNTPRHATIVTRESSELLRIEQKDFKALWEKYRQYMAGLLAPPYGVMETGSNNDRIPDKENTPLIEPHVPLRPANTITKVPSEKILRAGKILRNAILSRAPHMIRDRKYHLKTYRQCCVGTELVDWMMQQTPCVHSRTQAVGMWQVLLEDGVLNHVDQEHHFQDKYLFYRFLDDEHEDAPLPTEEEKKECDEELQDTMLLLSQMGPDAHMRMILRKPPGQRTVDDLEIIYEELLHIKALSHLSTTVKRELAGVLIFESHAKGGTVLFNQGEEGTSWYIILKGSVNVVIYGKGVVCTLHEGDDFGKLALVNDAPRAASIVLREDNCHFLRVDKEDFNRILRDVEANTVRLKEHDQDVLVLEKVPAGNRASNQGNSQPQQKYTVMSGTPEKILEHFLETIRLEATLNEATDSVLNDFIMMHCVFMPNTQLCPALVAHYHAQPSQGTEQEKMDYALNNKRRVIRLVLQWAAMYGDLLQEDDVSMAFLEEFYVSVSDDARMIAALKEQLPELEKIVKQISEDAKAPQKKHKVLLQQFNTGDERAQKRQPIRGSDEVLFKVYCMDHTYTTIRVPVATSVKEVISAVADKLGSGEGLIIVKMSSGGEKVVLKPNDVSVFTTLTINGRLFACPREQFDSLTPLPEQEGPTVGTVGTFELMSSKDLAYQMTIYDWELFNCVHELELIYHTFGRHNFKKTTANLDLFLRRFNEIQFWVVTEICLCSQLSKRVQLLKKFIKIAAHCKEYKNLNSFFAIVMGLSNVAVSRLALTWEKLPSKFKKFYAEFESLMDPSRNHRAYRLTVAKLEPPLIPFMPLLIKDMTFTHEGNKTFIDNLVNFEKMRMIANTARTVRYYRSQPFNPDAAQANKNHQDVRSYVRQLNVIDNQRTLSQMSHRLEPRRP
DRD3 antagonist: qHTS of D3 Dopamine Receptor Antagonist: qHTS. D(3) dopamine receptor (Homo sapiens), P35462. D3R cells, DiscoveRx beta-arrestin luminescence, antagonist mode; active compounds read low. max response, negative = inhibition, %. 360,000 tested, 2.5% active. AID 652054, 2013; in the data active = max response below about -50%; inconclusive = no clear call, values can overlap the other calls; note: % is set by controls: 0 for no effect and ±100 for the full control effect; mostly tested at two doses, the higher about 12 µM
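Cells expressing the human receptor were seeded at 1500 cells/well, incubated overnight at 37 degrees C in 5% CO2, then exposed to library compounds with dopamine controls for 90 minutes at 37 degrees C before luminescent detection.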
aSyn yeast inh: qHTS of alpha-syn Inhibitors. Yeast expressing alpha-synuclein, growth rescue, BacTiter-Glo, 24 h. Potency, µM (series often up to 46.1 µM), without a hit: at the highest dose growth rescue (activation), most hits filed as activators. 370,000 tested, 0.14% active. AID 652106, 2013; note: potency is the fitted concentration of half-maximal effect; % of control where 0% means no effect; nearly all actives have a fitted effect of over 65% in size
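Galactose-induced alpha-syn yeast (OD600=0.02, raffinose-pregrown) + pinned cpd, 24 hr, 30 deg C; growth by BacTiter-Glo luminescence. Growth restoration scores as activation.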
D3 ag: qHTS of D3 Dopamine Receptor Agonist: qHTS. AID 652048, 2013. D(3) dopamine receptor (Homo sapiens), P35462. D3R DiscoveRx beta-arrestin cells, luminescence, 90 min. 410,000 tested, 0.58% active. max activation, %; in the data active = max activation above about 30%; note: 0% is about no effect; mostly tested at two doses, the higher about 12 µM
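Cells at 1500/well, incubated overnight, then treated with pinned compounds (dopamine as control) for 90 min at 37 degrees C. DiscoveRx reagent added for 30 - 60 minutes at room temperature; luminescence read.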
TDP43 rescue: qHTS of TDP-43 Inhibitors; TDP-43 expressing yeast growth rescue, BacTiter-Glo, 24 h; Potency, µM (series often up to 46.1 µM), for the others: at the top dose growth rescue (activation), most hits filed as activators; 410,000 tested, 1.8% active; AID 652104, 2013; note: potency is the fitted concentration of half-maximal effect; % of control where 0% means no effect; nearly all actives have a fitted effect of over 50% in size
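Luminescence from BacTiter-Glo reports growth of TDP-43-expressing yeast after 24 hr at 30 deg C with compound. Cells were raffinose-pregrown to mid-log, then seeded in galactose medium at OD600=0.02.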
EPAC2 agonist: qHTS for Agonist of cAMP-regulated guanine nucleotide exchange factor 4 (EPAC2): primary screen; Potency, µM (series often up to 154 µM), without a hit: at the top dose activation, actives largely listed as activators; AID 720711, 2013; 360,000 tested, 0.079% active; EPAC2 activation, biochemical qHTS; response scale: 100% = 6.5 mM cAMP response; Rap guanine nucleotide exchange factor 4 (Homo sapiens), Q8WZA2; note: potency is the fitted concentration of half-maximal effect; nearly all actives have a fitted effect of over 50% in size
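Exchange assay: 100 nM EPAC2 with 250 nM Rap1B-BODIPY-GDP and 50 uM GDP. Fluorescence (ex 480/em 540 nm) read every 5 min for 30 min at room temperature. Data normalized to 6.5 mM cAMP as agonist control.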
Abeta yeast res: qHTS for compounds that reverse cellular toxicity of Amyloid beta (A-beta) peptide in yeast: Primary Screen. Potency, µM (series often up to 46.1 µM), for inactives: top-dose growth rescue, most hits filed as activators. yeast expressing A-beta42, growth rescue, OD600, 48 h; response scale: 0% DMSO, 100% iron-clioquinol control. 410,000 tested, 0.063% active; note: potency is the fitted concentration of half-maximal effect; nearly all actives have a fitted effect of over 55% in size
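Yeast A-beta toxicity model in growth medium with pinned compounds, 48 h at 30 C; growth read as absorbance at 600 nm. Normalized to FeCl3/clioquinol equimolar mix (positive) and DMSO (negative).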
Active calls of the source: *; ? = inconclusive; / = no result given; & = joins results of further samples; [ ] = another dose, or the depositor's remark. Unless noted, calls come from the whole dose curve; as a rule, active = well fitted curve in the direction sought with a large enough effect; inconclusive = small, poorly fitted or top-dose-only effect, or another doubt; inactive = no such curve, though single readings can be large; an effect the other way counts as inactive or inconclusive.

SMILES | FUS yeast rescue | EPAC2 antagonist | DRD3 antagonist | aSyn yeast inh | D3 ag | TDP43 rescue | EPAC2 agonist | Abeta yeast res
Cc1nc2ccccc2c(=O)n1/N=C/c1ccc(O)cc1O | -8% | 5% | -17 | -5% | 4 | -8% | 3% | -2%
CC12CCC(C(=O)NCc3ccc(Cl)cc3)(OC1=O)C2(C)C (stereo not given) | 23% | -3% | -8 | 8% | 11 | -21% | -8% | -4%
Cc1ccc(O)c(NC(=O)c2cc(-c3ccco3)on2)c1 | 12% | 3% | -10 | -7% | 2 | 5% | 5% | -2%
COc1ccc(CN(CC2CCCO2)C(=O)c2cc3sccc3n2C)c(OC)c1 (stereo not given) | 33% | ? | 17 | 19% | 6 | -1% | 10% | 18%
Cc1ccccc1NC(=O)Cn1cc(C(=O)C2CC2)c2ccccc21 | 1% | 0% | 2 | 5% | -2 | -10% | -4% | -1%
Nc1cccc(OCCCCCOc2cccc(N)c2)c1 | 12% | -1% | 0 | -2% | -9 | 21% | 4% | -5%
CC(C)C(NC(=O)c1cccc(S(=O)(=O)N2CCOCC2)c1)C(=O)NCc1ccc(Cl)cc1 (stereo not given) | -11% | 1% | 26 | 0% | 2 | -9% | -10% | -20%
O=C(Cc1cccc(NC(=O)C2CCN(C(=O)C3CCCC3)CC2)c1)Nc1cccc(C(=O)N2CCOCC2)c1 | 7% | 15% | -4 | 4% | 3 | 30% | -4% | 2%
Cc1ccc2nc(-c3c[nH]c4ccccc34)c(Nc3ccccc3C)n2c1 | 38% | / | / | / | 7 | 19% | / | ?
Cc1cc(NC(=O)C(C)SCC(=O)OCc2c(Cl)cccc2Cl)no1 (stereo not given) | / | 2% | 2 | 2% | -12 | ? | 0% | -12%
O=C(Cc1ccc(Cl)cc1)Nc1ccc(-c2cc3ccccc3oc2=O)c(Cl)c1 | / | -6% | -29 | 7% | -3 | -11% | 6% | -1%
CC1=NN(c2ccccc2)C(=O)/C1=C/C=C/c1ccc(N(C)C)cc1 | -31% | -25% | 20 | -35%[inhibitor] | 1 | -43%[inhibitor] | -11% | -22%
COc1ccccc1N1CCN(c2nc3ccccc3n3cnnc23)CC1 | 3% | / | / | / | 2 | ? | / | -13%
Cn1c(=O)oc2cc(S(=O)(=O)Nc3ccccc3O)ccc21 | ? | -5% | -3 | -1% | 1&-5 | 5%&11% | 6% | 1%&-14%
CS(=O)(=O)N(CC(=O)N1CCOCC1)c1cc(Cl)ccc1Cl | 8% | -2% | -7 | -3% | -2 | 2% | 4% | -3%
COc1ccc(C2c3c(oc4ccccc4c3=O)C(=O)N2c2ccc(C)cn2)cc1OC (stereo not given) | -11% | 7% | 0 | -4% | -8 | -4% | 10% | -30%
COC(=O)c1ccn(-c2nc(-c3ccc(Cl)cc3)cc(C(F)(F)F)n2)n1 | 18% | / | / | / | 6 | 26% | / | 5%
O=C(CSc1nnc(-c2c[nH]c3ccccc23)o1)c1ccc(-c2ccccc2)cc1 | 35% | -3% | -5 | 6% | -6 | 5% | 11% | 1%
CC(C)(C)NC(=O)C(c1ccncc1)N(C(=O)c1csnn1)C1CC1 (stereo not given) | 10% | 11% | 0 | 3% | 17 | 12% | -3% | 7%
COc1ccccc1N1CCN(C(c2cc3ccc(C)cc3[nH]c2=O)c2nnnn2C2CCCC2)CC1 (stereo not given) | ? | 9% | -70* | 0% | -9 | 4% | 9% | -4%
CCSc1nnc(N(CCC#N)CCC#N)s1 | 12% | 13% | 7 | 10% | 0 | -7% | -4% | ?
O=S(=O)(NCC(c1cccs1)S(=O)(=O)c1ccccc1)c1ccc(F)cc1 (stereo not given) | -13% | / | / | / | -10 | 3.5µM* | / | -5%
O=C1c2ccccc2C(=O)N1c1ccc(S(=O)(=O)N2CCCCC2)cc1 | -16% | -20% | 1 | 4% | 5 | 8% | 6% | -18%
C#CCNC(=O)C[C@@H]1C[C@@]2(C(=O)OC)CCCCC=C2N(CCc2ccc(OC)c(OC)c2)C1=O | 13% | 11% | 25 | 0% | 10 | 15% | 2% | -5%
O=C(Cc1ccccc1F)Nc1ccc(S(=O)(=O)N2CCCC2)cc1 | -3% | 0% | 6 | 0% | 3 | 22% | 5% | 5%
C=CCN(c1ccccc1)S(=O)(=O)c1ccc2c(c1)oc(=O)n2C | -13% | 16% | ? | 7% | -9 | 7% | 4% | 6%
N#CC1=C(N)Nc2ncnn2C1c1ccc([N+](=O)[O-])cc1 (stereo not given) | -18% | 5% | -3 | 0% | -1 | 0% | 12% | -29%
Fc1ccc(CSc2nncn2NC/C=C/c2ccccc2)cc1 | 12% | -24% | 0 | 0% | 1 | ? | 2% | ?
COc1ccc2nc(NC(=O)c3cc(=O)c4cc(C)cc(C)c4o3)sc2c1 | -23% | / | / | / | 1 | 19% | / | 6%
O=C(Nc1ccc(O)c2c(=O)cc(-c3cccc(Cl)c3)oc12)c1cccc(Cl)c1 | -23% | -5% | 2 | -5% | 4 | 6% | 0% | 0%
COc1ccc(C(=O)N2CCC(n3nccc3NC(=O)C3CCOC3)CC2)cc1 (stereo not given) | / | 8% | 9 | 1% | -2 | 14% | 5% | 9%
Cc1noc(C)c1COc1ccc(C(=O)N2CCC(C(N)=O)CC2)cc1 | -17% | 4% | 23 | 0% | 3 | 20% | 6% | 2%
O=C(CCCOc1ccccc1)Nc1ncccn1 | 11% | -12% | -3 | 0% | -1 | -12% | 10% | 0%
Cc1nc2c(C)cccn2c1/C(O)=C1\C(=O)C(=O)N(CCN(C)C)C1c1cccs1 (stereo not given) | 26% | 14% | -24 | 0% | -15 | -1% | 19% | 1%
COC(CNC(=O)C(=O)NCC1CCCN1S(=O)(=O)c1cccs1)OC (stereo not given) | 7% | -2% | 0 | -5% | 0 | -1% | -4% | 23%
Cc1cccc(-c2nnc(SCC(=O)Nc3cc(C)on3)n2C)c1 | 7% | 2% | -6 | -4% | -3 | -21% | 12% | 3%
CCN(CC)S(=O)(=O)c1ccc(N2CCOCC2)c(NC(=O)CC23CC4CC(CC(Br)(C4)C2)C3)c1 | -7% | 1% | 1 | 4% | 2 | 4% | 3% | 18%
Cc1cc(N2CCCC2)nc(SCC(=O)c2ccccc2)n1 | -8% | 2% | 0 | -1% | 5 | -8% | 6% | 18%
O=C(CN1CCN(CC(=O)Nc2ccc(OCc3ccccc3)cc2)CC1)Nc1ccc(F)cc1 | ? | 0% | 10 | 14% | 22 | -7% | -1% | 9%
Cc1cccc(N2CCN(S(=O)(=O)c3csc(C(N)=O)c3)CC2)c1C | 5% | / | / | / | -6 | 12% | / | -14%
C#CCCOC(=O)N1C2=NC(C(=O)OC)=C(C(=O)OC)[C@@H]3N(Cc4ccccc4)c4ccccc4[C@]23C[C@H]1C(=O)OC | ? | -14% | 0 | 7% | 0 | 15% | 16% | 0%
Cc1ccc(NC(=O)CS(=O)c2ccccc2N)c(C)c1 (stereo not given) | -7% | -1% | -15 | 1% | 6 | -16% | 4% | -1%
OC(CNC1CCCC1)COCCOc1ccc(Br)cc1 (stereo not given) | 9% | -8% | -16 | -4% | -14 | 7% | -11% | 6%
Clc1ccc(-c2nnn3c2nc(N2CCCCC2)c2ccccc23)cc1 | 1% | / | / | / | -1 | 14% | / | -5%
COc1ccc(NC(=O)c2ccc3c(c2)NC(=O)CS3)cc1 | -11% | 2% | 5 | 1% | -5 | 5% | -6% | 24%
CCOc1nc2ccccc2nc1C | -9% | 1% | 14 | 1% | 2 | 10% | 3% | 10%
COc1ccc(Cl)cc1NC(=O)c1c(C(=O)Nc2cccc(C)c2C)sc2nc(C)cc(=O)n12 | -3% | / | / | / | 5 | 20% | / | -10%
Nc1nc(-c2ccco2)nn1C(=O)c1cccnc1 | -5% | -8% | 7 | -3% | 5 | -12% | 8% | 6%
CC(=O)C[C@@H]1OC[C@H](Cc2ccccc2)N1S(=O)(=O)c1ccc(C)cc1 | 10% | ? | 20 | -6% | 2 | 5% | 10% | 6%
Cc1ccccc1CCNC(=O)c1ccc(NC(=O)N2CC(C)Sc3ccccc32)cc1 (stereo not given) | -8% | / | / | / | 4 | 22% | / | -1%
CCOCCCNC(=O)C1CCC(CNS(=O)(=O)c2ccc(F)cc2)CC1 (stereo not given) | -17% | 4% | 4 | -3% | 9 | 8% | 12% | -9%
Cc1nc(-c2ccc(S(=O)(=O)Oc3ccc(Cl)cc3Cl)s2)cs1 | -13% | -6% | 13 | -5% | -5 | 5% | 9% | -7%

In the list so far, six have fluorine.
SMILES | FUS yeast rescue | EPAC2 antagonist | DRD3 antagonist | aSyn yeast inh | D3 ag | TDP43 rescue | EPAC2 agonist | Abeta yeast res
COC(=O)c1ccn(-c2nc(-c3ccc(Cl)cc3)cc(C(F)(F)F)n2)n1 | 18% | / | / | / | 6 | 26% | / | 5%
O=S(=O)(NCC(c1cccs1)S(=O)(=O)c1ccccc1)c1ccc(F)cc1 (stereo not given) | -13% | / | / | / | -10 | 3.5µM* | / | -5%
O=C(Cc1ccccc1F)Nc1ccc(S(=O)(=O)N2CCCC2)cc1 | -3% | 0% | 6 | 0% | 3 | 22% | 5% | 5%
Fc1ccc(CSc2nncn2NC/C=C/c2ccccc2)cc1 | 12% | -24% | 0 | 0% | 1 | ? | 2% | ?
O=C(CN1CCN(CC(=O)Nc2ccc(OCc3ccccc3)cc2)CC1)Nc1ccc(F)cc1 | ? | 0% | 10 | 14% | 22 | -7% | -1% | 9%
CCOCCCNC(=O)C1CCC(CNS(=O)(=O)c2ccc(F)cc2)CC1 (stereo not given) | -17% | 4% | 4 | -3% | 9 | 8% | 12% | -9%

Record cards, from the list above.
Profile of `Clc1ccc(-c2nnn3c2nc(N2CCCCC2)c2ccccc23)cc1` = FUS yeast rescue = 1%; EPAC2 antagonist = /; DRD3 antagonist = /; aSyn yeast inh = /; D3 ag = -1; TDP43 rescue = 14%; EPAC2 agonist = /; Abeta yeast res = -5%
Profile of `Nc1nc(-c2ccco2)nn1C(=O)c1cccnc1` = FUS yeast rescue = -5%; EPAC2 antagonist = -8%; DRD3 antagonist = 7; aSyn yeast inh = -3%; D3 ag = 5; TDP43 rescue = -12%; EPAC2 agonist = 8%; Abeta yeast res = 6%

This is a subset; the hit share may differ from the screen's.
